Screening data deposited in PubChem by The Scripps Research Institute Molecular Screening Center.
FBW7 act = human FBW7 E3 ligase activation, primary screen; Q969H0; AlphaScreen FBW7–phospho-cyclin E peptide binding, activator screen; normalized activity (activation), % at 26.1 µM; 650,000 compounds, 0.13% hits; in the data active means normalized activity above about 1.9%;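 further: purified mutant Fbw7 with reduced substrate affinity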
Target sequence (Q969H0 whole entry, looked up): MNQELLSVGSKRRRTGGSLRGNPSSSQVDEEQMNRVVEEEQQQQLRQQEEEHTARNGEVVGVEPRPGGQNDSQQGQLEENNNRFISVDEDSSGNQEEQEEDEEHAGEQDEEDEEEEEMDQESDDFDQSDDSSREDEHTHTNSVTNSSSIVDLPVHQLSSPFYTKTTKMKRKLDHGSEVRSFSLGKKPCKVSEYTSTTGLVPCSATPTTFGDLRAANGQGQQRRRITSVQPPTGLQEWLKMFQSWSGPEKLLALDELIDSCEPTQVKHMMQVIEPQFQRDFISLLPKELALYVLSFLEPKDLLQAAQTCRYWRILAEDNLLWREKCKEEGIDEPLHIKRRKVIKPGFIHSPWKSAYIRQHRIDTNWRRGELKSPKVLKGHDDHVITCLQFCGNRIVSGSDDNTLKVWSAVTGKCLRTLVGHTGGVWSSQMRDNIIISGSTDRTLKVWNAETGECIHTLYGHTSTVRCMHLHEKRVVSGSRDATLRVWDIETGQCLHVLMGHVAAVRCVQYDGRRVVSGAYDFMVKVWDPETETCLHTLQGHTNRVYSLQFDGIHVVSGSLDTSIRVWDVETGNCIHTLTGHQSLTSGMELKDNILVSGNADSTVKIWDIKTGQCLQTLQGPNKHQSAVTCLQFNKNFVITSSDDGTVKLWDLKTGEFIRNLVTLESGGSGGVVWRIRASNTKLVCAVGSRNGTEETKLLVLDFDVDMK
GPR151 activ = activates the human receptor GPR151. PathHunter beta-arrestin GPR151 cells, luminescence. AID 1508602. activation, % at 11.2 µM. 650,000 compounds, 1% hits; in the data active means activation above about 4.9%;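 further: 0% = median of compound wells and 100% = cells with positive control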
Target sequence (Q8TDV0 whole entry, looked up): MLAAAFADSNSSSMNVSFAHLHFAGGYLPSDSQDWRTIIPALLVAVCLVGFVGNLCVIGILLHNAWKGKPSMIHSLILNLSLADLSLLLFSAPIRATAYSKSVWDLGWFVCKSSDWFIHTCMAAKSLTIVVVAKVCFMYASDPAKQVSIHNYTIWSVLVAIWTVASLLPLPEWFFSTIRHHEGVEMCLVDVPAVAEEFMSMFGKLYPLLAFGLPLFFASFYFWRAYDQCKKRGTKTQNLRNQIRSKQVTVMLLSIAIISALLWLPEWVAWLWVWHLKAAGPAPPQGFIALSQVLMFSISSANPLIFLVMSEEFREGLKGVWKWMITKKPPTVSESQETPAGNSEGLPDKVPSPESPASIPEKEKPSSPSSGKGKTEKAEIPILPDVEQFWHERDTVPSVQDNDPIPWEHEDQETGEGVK
TEAD-YAP block = TEAD-YAP interaction inhibition; HEK-TIYL cells, TEAD-Gal4/YAP UAS-luciferase luminescence; inhibition, % at 9.12 µM; 640,000 compounds, 1.4% hits; AID 1259422; in the data active means inhibition above about 32%;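 further: 0% = median of test compound wells and 100% = reference inhibitor wells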
MITF primary = human MITF inhibition, primary screen; O75030; 650,000 compounds, 0.91% hits; inhibition, % at 2.6 µM; AlphaScreen MITF homodimerization, bead proximity signal; in the data active means inhibition above about 50%;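 further: 0% = vehicle wells with protein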
Numbers without * were called inactive; / = no result given; & = joins results of further samples.

Values run as follows: TEAD-YAP block	GPR151 activ	FBW7 act	MITF primary
> COc1ccc(C(=O)CCC(=O)Nc2ccc(Cl)cc2F)cc1
    4	-0.1	0.1	-1
> C#CC(C)(CC)NC(=O)c1ccc(OC)c(OC)c1 (configuration not stated)
    1	2.0	-0.1	0
> O=C(Nc1ccc(Cl)cc1Cl)c1cc(S(=O)(=O)NC(c2ccccc2)c2ccccc2)ccc1F
    -5	-0.9	0.0	6
> Cc1cc(C)c(C#N)c(Oc2cccc(NC(=O)CC(C)C)c2)n1
    6	0.4	0.0	18
> O=C(O)/C=C\C(=O)Nc1cccc(C(=O)Nc2ccc(Cl)cc2Cl)c1
    -35	-1.1	0.1	-3
> COc1ccc(/C=N/NC(=O)COc2ccc(C)c(C)c2)cc1[N+](=O)[O-]
    -2	-0.9	-0.1	-7
> CC1(C)NC(=S)N(c2ccccc2)N1
    -10	0.1	0.0	-14
> Cc1ccccc1CN(c1ccc(C(=O)NCc2ccccn2)cc1)S(C)(=O)=O
    -1	-0.5	0.1	-7
> NC(=O)C1CCN(S(=O)(=O)Cc2ccccc2Cl)CC1
    -1	0.2	0.1	2
> Cc1cc(Nc2ccccc2)nc(NCc2ccc3c(c2)OCO3)n1
    10	0.4	-0.1	7
> CCOc1ccc(C2Nc3cc(C)c(C)cc3NC3=C2C(=O)CC(C)(C)C3)cc1 (configuration not stated)
    15	-0.6	-0.2	7
> CCOC(=O)C1=C(C)N=c2s/c(=C/c3ccccc3O)c(=O)n2C1c1ccc2c(c1)OCO2 (configuration not stated)
    2	0.5	-0.1	7
> CCOC(=O)COc1ccc(/C=C2\SC(=Nc3ccccc3)N(c3ccccc3)C2=O)cc1
    1	0.1	0.0	4
> O=C1CC2(CCN(C(=O)c3cc4ccccc4oc3=O)CC2)Oc2ccccc21
    9	0.2	0.6	3
> CN(C)CCCNc1ccc(Cl)cc1[N+](=O)[O-]
    0	2.3	-0.2	28

Following part.
Values run as follows: TEAD-YAP block	GPR151 activ	FBW7 act	MITF primary
> COc1cc([N+](=O)[O-])ccc1NC(=O)C1C2CC3OC(=O)C1C3C2 (configuration not stated)
    5	1.0	-0.1	11
> CCOC(C#CCN(CC)CC)(c1ccccc1)c1ccccc1
    3	0.2	0.2	17
> Cc1ccc(NC(=O)c2cc(S(=O)(=O)Nc3cccc(C(=O)O)c3)ccc2Cl)cc1
    4	0.8	0.0	12
> O=S(=O)(Cc1cccc(Cl)c1)NCc1ccsc1
    9	-0.3	0.7	11
> COc1cccc(-c2nc3sc4c(c3c(=O)n2CC(=O)Nc2ccc(C)cc2C)CCCC4)c1
    -2	-0.3	-0.1	12
> CCOc1ccccc1NC(=O)c1cc(S(=O)(=O)NC2CCCC2)ccc1F
    -2	-0.4	-0.1	-1
> COc1cccc(-c2csc(N3CCN(CC(=O)c4ccc(C)cc4)CC3)n2)c1
    -4	-0.3	0.1	-13
> CC(C)c1ccc(C(=O)Nc2ccc3oc(-c4cccnc4)nc3c2)cc1
    -7	-0.5	0.5	9
> Cc1cccc(-n2ncc3c(Nc4ccc(Cl)c(Cl)c4)ncnc32)c1
    17	0.3	-0.1	-2
> CCC1=NN2C(=N)/C(=C/c3ccc(OCCSc4ccc(Cl)cc4)cc3)C(=O)N=C2S1
    -2	-0.5	0.1	14
> O=C(Nc1ccc(N2CCCN(C(=O)C3CC3)CC2)cc1)c1c[nH]c2ccccc12
    -11	-0.9	-0.3	14
> O=C1OC(c2ccc(Cl)c([N+](=O)[O-])c2)=N/C1=C\c1ccccc1F
    -2	1.0	-0.2	-16
> Cc1cc(O)cc(=O)n1Cc1cccnc1
    6	-0.7	0.0	14
> CCOc1cc(C=O)ccc1OCc1ccccc1C
    0	-0.6	0.1	-10
> CCOC(=O)c1sc(NC(=O)c2ccccc2I)cc1C
    -24	-1.9	0.1	-3

Continuation:
Values run as follows: TEAD-YAP block	GPR151 activ	FBW7 act	MITF primary
> O=S(=O)(Nc1ccc(Br)cc1F)c1ccc(F)cc1
    9	1.6	0.0	7
> O=C1CC(c2ccccc2Cl)c2cc3c(cc2N1)OCO3 (configuration not stated)
    15	3.6	-0.3	2
> O=C(Nc1nnc(SCc2ccc(Cl)cc2Cl)s1)c1ccccc1F
    1	-0.5	0.3	7
> CCN(CC)c1nc(NCc2ccccc2)nc(Nc2ccncn2)n1
    -16	-0.6	-0.1	2
> COc1cc(CN2CCN(C3CCCCC3)C(CCO)C2)c(Cl)cc1O (configuration not stated)
    -1	-1.7	-0.2	-3
> CC(C)c1ccc(-c2c(C#N)c(N)nc3sc(C(=O)Nc4ccc(Br)cc4)c(N)c23)cc1
    -5	-1.2	-0.1	9
> Cc1ccc(/C=C/C(=O)Nc2ccc([N+](=O)[O-])cc2)o1
    -24	1.4	-0.1	-1
> COc1ccccc1N1CCN(C(=O)c2ccc3nc4ccccc4c(=O)n3c2)CC1
    -10	0.9	0.1	0
> COCCNC(=O)c1cn(-c2ccc(F)cc2F)c(=O)c2ccccc12
    -8	2.0	0.0	4
> CCOC(=O)N1CCC(n2c(SCC(=O)Nc3cc(C)[nH]n3)nc3ccsc3c2=O)CC1
    7	0.0	0.1	1
> COc1cccc(CN(CCCN(C)C)C(=O)c2cn(C)c3cc(-c4cn[nH]c4)ccc23)c1
    -12	-1.4	-0.1	-12
> COc1ccc(CCNc2ncnc3c2cnn3C)cc1
    1	-1.5	0.0	4
> O=C(Nc1cccc(C(=O)c2ccccc2)c1)c1cccnc1
    16	-0.1	0.2	9
> Cc1ccccc1NC(=O)c1c(NC(=O)C(C)Oc2cccc(Cl)c2)sc2c1CCCC2 (configuration not stated)
    -8	0.8	0.1	0
> CS(=O)(=O)N1CCN(S(=O)(=O)c2ccc(S(=O)(=O)N3CCCC3)cc2)CC1
    11	0.9	0.2	13

The list goes on:
Values run as follows: TEAD-YAP block	GPR151 activ	FBW7 act	MITF primary
> O=C(CSc1nnc2c(n1)[nH]c1ccccc12)NCC1CCCO1 (configuration not stated)
    1	-0.4	0.2	5
> CCOC(=O)c1c(NC(=O)c2sc3nc(N)c(C#N)cc3c2N)sc2c1CCC2
    14	2.3	0.5	17
> CCOc1ccc(N(CC(=O)Nc2ccc(Cl)c(Cl)c2)S(C)(=O)=O)cc1
    1	-0.8	0.0	-7
> OCCOc1cccc(CN2CCN(Cc3ccc(F)cc3)C(CCO)C2)c1 (configuration not stated)
    -2	0.6	-0.2	-4
> O=C1OCCN1CCNCc1ccccc1OCC(O)CN1CCc2ccccc2C1 (configuration not stated)
    -2	3.5	-0.2	1
> S=C(NCc1ccco1)Nc1ccc(Br)cn1
    16	1.9	0.0	8
> CCOC(=O)N1CCC(N2CCN(S(=O)(=O)c3ccc(F)cc3)CC2)CC1
    -7	1.8	0.2	33
> Cc1ccc(NC(=O)c2ccco2)c(NC(=O)CCN2C(=O)c3ccccc3C2=O)c1
    4	0.2	0.7	11
> CCCC(C)NC(=O)CSc1ccc(C)cc1 (configuration not stated)
    -3	0.3	-0.1	-7
> CCOc1ccc(CN2CCC(C(=O)N3CCN(CC)CC3)CC2)cc1
    -2	-0.4	0.2	-7
> COc1ccc(/C(N)=N/OC(=O)COc2ccc(C(C)(C)C)cc2)cc1
    -5	-0.3	0.6	-1
> CCn1c(SCC(=O)c2ccc(Cl)cc2Cl)nnc1-c1cccs1
    4	-0.2	-0.2	15
> Cc1nc2ccc3nc(NC(=O)C4COc5ccccc5O4)sc3c2s1 (configuration not stated)
    -3	1.2	0.5	8
> O=c1c2c3c(sc2ncn1-c1ccc(I)cc1)CCCC3
    -20	2.1	-0.1	2
> COc1cccc(CN2C[C@@H]3C[C@@H](c4ccon4)N4CCC[C@@]34C2=O)c1
    9	-0.6	0.0	-8

Additional structures.
Values run as follows: TEAD-YAP block	GPR151 activ	FBW7 act	MITF primary
> CS/C(NCc1cccnc1)=C(/C#N)C(=O)c1ccc(Cl)cc1
    4	0.2	0.0	-8
> Cc1nc2ccc([N+](=O)[O-])cc2c(=O)n1Cc1ccc(-c2ccccc2[N+](=O)[O-])cc1
    -3	-0.5	-0.1	8
> CCOCCn1c(=NC(=O)c2ccc(S(C)(=O)=O)cc2)sc2cc(OC)ccc21
    6	-0.4	0.1	9
> CCCOc1ccc(C2C(=O)N(C3CCCCCC3)CC(=O)N2C2CCCc3ccccc32)cc1OC (configuration not stated)
    -5	1.7	-0.3	-6
> CC1CCCN(c2nc3c(c(=O)[nH]2)CCN(Cc2cccn2C)C3)C1 (configuration not stated)
    10	-0.2	0.2	2
> O=C(Cn1cnc2sc(-c3ccccc3)cc2c1=O)N1CCCc2ccccc21
    11	-0.8	-0.2	9
> CS(=O)(=O)c1cnc2ncnn2c1C1CCN(C(=O)C2CCCO2)CC1 (configuration not stated)
    -14	0.6	-0.1	7
> O=C(NCCCN1CCOCC1)c1cc2c(s1)CCC2
    -10	-1.6	0.6	-12
> O=C(O)CCCN1CCS(=O)CC1
    -2	2.9	0.2	10
> Cc1[nH]c2c(C(=O)N3CCOc4ccc(CN5CCOCC5)cc4C3)cccc2c1C
    -1	-1.9	-0.3	18
> N#Cc1ccc(-c2nnc(SCC(N)=O)o2)cc1
    12	0.4	0.0	2
> CCOc1cc(C2C3=C(CC(C)(C)CC3=O)OC3=C2C(=O)CC(C)(C)C3)ccc1OCc1ccc(F)cc1
    -10	-0.2	-0.4	4
> COc1ccc(C2=CC(c3cccc(Cl)c3)n3nnnc3N2)cc1 (configuration not stated)
    -6	2.7	0.0	1
> Cc1ccc(C2N=C(c3cccc(Br)c3)CC(c3ccccc3O)N2)cc1 (configuration not stated)
    -31	-1.2	0.6	8
> O=C1CC(N2CCN(S(=O)(=O)c3ccccc3F)CC2)C(=O)N1c1ccccc1F (configuration not stated)
    1	-0.9	-0.3	79*

In the list so far, four have bromine.
Values run as follows: TEAD-YAP block	GPR151 activ	FBW7 act	MITF primary
> O=S(=O)(Nc1ccc(Br)cc1F)c1ccc(F)cc1
    9	1.6	0.0	7
> CC(C)c1ccc(-c2c(C#N)c(N)nc3sc(C(=O)Nc4ccc(Br)cc4)c(N)c23)cc1
    -5	-1.2	-0.1	9
> S=C(NCc1ccco1)Nc1ccc(Br)cn1
    16	1.9	0.0	8
> Cc1ccc(C2N=C(c3cccc(Br)c3)CC(c3ccccc3O)N2)cc1 (configuration not stated)
    -31	-1.2	0.6	8

Continued.
Values run as follows: TEAD-YAP block	GPR151 activ	FBW7 act	MITF primary
> O=S(=O)(NCc1cccnc1)c1cccc(S(=O)(=O)c2ccc(Cl)c(Cl)c2)c1
    3	0.9	0.0	0
> COc1ccc2c(c1)O[C@@H](c1ccc3c(c1)OCO3)[C@H](O)C2=O
    /	-1.6&2.8	0.0&0.2	-12&-24
> COC(=O)c1cccc(C(=O)N2CCC[C@@H]3CN(CCC(C)C)CC[C@H]32)c1
    10	-0.7	0.1	6
> O=C(CCn1c(=O)sc2ccccc21)NCc1cccs1
    2	1.1	0.0	11
> COc1ccc(OC)c(C(=O)c2oc3ccc(Cl)cc3c2NC(C)=O)c1
    8	0.5	0.0	-6
> COc1ccc(-c2cc(=O)c3ccc(NC(=O)C(C)(C)C)cc3o2)cc1
    5	-1.4	0.3	14
> Cc1cc(C)c(NC(=O)COc2ccc(-c3nnc(C)o3)cc2)c(C)c1
    -3	-0.9	-0.1	-11
> COc1cccc(CNc2c(-c3ccccc3)c(=O)c2=O)c1
    -3	4.5	-0.1	-4
> COCCn1c(=O)[nH]c2nc(-c3ccc(N4CCOCC4)cc3)cnc21
    -1	0.6	0.2	18
> CC(C)(C)c1ccc(-c2nc3cc(NC(=S)NC(=O)c4ccco4)ccc3o2)cc1
    43*	4.7	1.0	13
> CN(Cc1nc(-c2ccncc2)no1)C(=O)CC1C(=O)NCCN1CC(C)(C)C (configuration not stated)
    -3	-0.1	-0.2	-12
> CC(C)/C=N/NC(=O)c1ccc(C(=O)N/N=C/C(C)C)cc1
    -5	0.2	0.1	-9
> COc1ccc(CNC(=O)CN(c2cc(C)ccc2C)S(C)(=O)=O)cc1
    4	0.7	0.1	6
> O=C(O)c1ccc(N2CCN(c3ccc(F)cc3)CC2)c([N+](=O)[O-])c1
    -6	-0.9	-0.3	-5
> Cc1nc2ccccc2n1CC(O)COc1ccc(I)cc1 (configuration not stated)
    28	-0.4	0.3	17

(further entries)
Values run as follows: TEAD-YAP block	GPR151 activ	FBW7 act	MITF primary
> COCCN(C(=O)CNC(=O)c1cccs1)C(C(=O)NC1CCCC1)c1ccco1 (configuration not stated)
    -6	-0.2	0.0	22
> COc1cc(C(=O)NCc2ccccn2)c([N+](=O)[O-])cc1OC
    4	3.7	0.1	0
> COc1ccc(-c2nc(C3CCCN3C(=O)C3CC3C(=O)O)n3ccccc23)cc1 (configuration not stated)
    -3	-0.4	-0.6	14
> Cc1ccc(O)c(N/C=C/C(=O)c2cccs2)c1
    54*	-0.9	0.7	2
> Cc1cccc(-c2nnc3sc(NC(=O)C(C)C)nn23)c1
    17	2.1	1.0	14
> CCC(Sc1nc2cc(OC)c(OC)cc2c(=O)n1CCc1ccc(Cl)cc1)C(=O)NCc1ccc(C)cc1 (configuration not stated)
    -2	0.2	-0.1	9
> CNC(=S)N(CCc1c(C)[nH]c2ccccc12)Cc1ccccn1
    9	0.2	-0.3	15
> CCOC(=O)c1c(C)[nH]c(C2=NNC(=Nc3ccccc3OC)SC2)c1C
    1	2.6	-0.2	5
> CO[C@H]1C=CO[C@@]2(C)Oc3c(C)c(O)c4c(O)c(c5c(c4c3C2=O)NC2(CCN(CC(C)C)CC2)N=5)=NC(=O)C(C)=CC=C[C@H](C)[C@H](O)[C@@H](C)[C@@H](O)[C@@H](C)[C@H](OC(C)=O)[C@@H]1C
    6	0.2	-0.2	20
